# TLR9-MyD88 block: blocks human TLR9 binding to MyD88; Q9NR96+Q99836; CHO BLA complementation TLR9-MyD88, CCF4 FRET ratio; inhibition, % at 4.98 µM; 0.21% of 340,000 active; AID 504734;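 active = inhibition above the mean over all tested compounds plus 3 SD, cut at about 21% in these data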;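 note: 0% = DMSO only wells and 100% = clavulanate BLA inhibitor control wells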
# NR2F2 inh: NR2F2 (human) inhibition, primary screen. P24468. HEK293T NGFI-A luciferase reporter, luminescence. inhibition, % at 8.6 µM. 0.7% of 370,000 active;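 active = inhibition above a per-plate cutoff, mean inhibition of test wells between control levels plus 3 SD, cut at about 38% in these data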;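 note: cells cotransfected with COUP-TFII expression vector driving the NGFI-A reporter; 0% = median of COUP-TF2 test wells and 100% = reporter-only cells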
# SRC3 inh: human NCOA3 inhibition; Q9Y6Q9; HEK293 GAL4-SRC3 luciferase reporter, luminescence; inhibition, % at 3.6 µM; 0.17% of 360,000 active; AID 588352;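 active = inhibition above a per-campaign cutoff, the mean of all compounds plus 3 SD, cut at about 60% in these data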;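 note: 0% = DMSO-treated cells and 100% = gossypol-treated cells at 36 µM; higher means less SRC3-driven luciferase light from the GAL4 reporter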
# Target sequence (Q9Y6Q9 whole entry, looked up, the tested form may be a part): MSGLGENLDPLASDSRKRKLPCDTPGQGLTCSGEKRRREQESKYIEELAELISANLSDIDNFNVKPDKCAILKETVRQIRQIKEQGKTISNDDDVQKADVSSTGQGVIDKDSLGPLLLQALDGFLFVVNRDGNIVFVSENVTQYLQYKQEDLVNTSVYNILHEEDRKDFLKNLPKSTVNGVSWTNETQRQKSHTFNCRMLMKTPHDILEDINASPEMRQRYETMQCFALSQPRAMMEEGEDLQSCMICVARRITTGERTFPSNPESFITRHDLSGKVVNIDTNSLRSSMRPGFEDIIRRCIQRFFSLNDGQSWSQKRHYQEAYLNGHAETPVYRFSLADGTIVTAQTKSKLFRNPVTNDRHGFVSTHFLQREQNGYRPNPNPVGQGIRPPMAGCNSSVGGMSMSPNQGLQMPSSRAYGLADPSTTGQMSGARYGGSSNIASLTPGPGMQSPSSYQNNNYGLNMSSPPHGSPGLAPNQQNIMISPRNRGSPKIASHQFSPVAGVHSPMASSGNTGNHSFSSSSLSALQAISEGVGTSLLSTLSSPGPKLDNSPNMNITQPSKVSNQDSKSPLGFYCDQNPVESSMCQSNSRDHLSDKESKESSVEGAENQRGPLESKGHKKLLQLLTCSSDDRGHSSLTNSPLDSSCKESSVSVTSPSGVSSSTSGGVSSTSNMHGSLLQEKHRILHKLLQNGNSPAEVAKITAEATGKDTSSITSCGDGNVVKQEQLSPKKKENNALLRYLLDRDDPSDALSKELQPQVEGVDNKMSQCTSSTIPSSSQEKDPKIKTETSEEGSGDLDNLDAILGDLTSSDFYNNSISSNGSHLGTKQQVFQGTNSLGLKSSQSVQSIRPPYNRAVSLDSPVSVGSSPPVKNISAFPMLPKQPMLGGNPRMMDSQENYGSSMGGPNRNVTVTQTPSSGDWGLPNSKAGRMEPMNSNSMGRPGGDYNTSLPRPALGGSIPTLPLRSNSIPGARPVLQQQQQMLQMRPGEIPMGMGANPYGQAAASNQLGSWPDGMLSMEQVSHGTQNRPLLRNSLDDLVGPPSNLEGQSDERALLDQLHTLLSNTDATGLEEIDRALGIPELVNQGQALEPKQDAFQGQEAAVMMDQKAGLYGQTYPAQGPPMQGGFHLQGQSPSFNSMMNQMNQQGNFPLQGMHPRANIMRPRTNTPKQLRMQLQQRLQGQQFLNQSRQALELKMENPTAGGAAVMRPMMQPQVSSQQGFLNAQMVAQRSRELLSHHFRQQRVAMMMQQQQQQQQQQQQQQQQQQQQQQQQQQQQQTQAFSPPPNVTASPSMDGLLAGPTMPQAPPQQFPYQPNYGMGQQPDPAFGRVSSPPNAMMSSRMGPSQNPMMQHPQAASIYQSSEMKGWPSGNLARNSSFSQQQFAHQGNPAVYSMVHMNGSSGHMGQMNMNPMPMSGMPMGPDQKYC
# NR5A2 inv ag: suppresses constitutive activity of human LRH-1 | O00482 | HEK293T StAR-luciferase reporter, LRH-1 transfected, 24 h | inhibition, % at 3.6 µM | 0.13% of 360,000 active;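 active = inhibition above the mean inhibition of all tested compounds plus 3 SD, cut at about 73% in these data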;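 note: 0% = DMSO wells and 100% = reporter-only cells lacking LRH-1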
# TRAIL sens C8: sensitizes caspase-8 expressing cells to TRAIL; NB7+C8 cells + TRAIL, ATPlite viability luminescence; inhibition (viability loss, TRAIL sensitization), % at 10 µM; 1% of 360,000 active;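 active = compounds causing at least 50% loss of cell viability in the single-dose screen, relative to plate controls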
# NCOA1 inh: human NCOA1 inhibition; inhibition, % at 3.6 µM; 0.12% of 360,000 active; HEK293 GAL4-SRC1 luciferase reporter, luminescence;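 active = inhibition above the campaign mean plus 3 SD, with each screening campaign given its own cutoff, cut at about 60% in these data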;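 note: 0% = DMSO treated cells and 100% = gossypol at 36 µM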
# Vif inh: inhibitors of HIV Vif | 0.35% of 340,000 active | AID 602346 | inhibition, % at 7.49 µM | HEK293T cells, Vif self-association by quenched fluorescence, imaging, 24 h; in the data active = inhibition above about 50%, passing the limit was not always enough; note: some results filed as inactive read as strong as hits
# TROY signal inh: inhibitors of TROY-dependent NF-kB signaling; 0.98% of 360,000 active; Q293 LMP1-TROYcd NF-kB luciferase reporter, 4 h; inhibition, % at 10 µM;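 active = compounds whose plate-normalised and pattern-corrected inhibition of the luciferase reporter signal at the single screening dose is 50% or more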
# NOD2-RIPK2 inh: blocks binding of human NOD2 to RIPK2; O43353; CHO BLA complementation NOD2-RIPK2, CCF4 ratio; inhibition, % at 4.98 µM; 0.38% of 360,000 active; AID 624267; in the data active = inhibition above about 21%;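 note: 0% = vehicle only and 100% = reference blocker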
# NCOA2 inhibitor: human SRC2 (NCOA2) inhibition | Q15596 | HEK293 GAL4-SRC2 luciferase reporter, luminescence | inhibition, % at 9 µM | 0.17% of 370,000 active | AID 651957;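 active = inhibition above the mean inhibition of all tested compounds plus 3 SD, set per campaign, cut at about 52% in these data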;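 note: 0% = DMSO treated cells and 100% = cells given Gossypol at 36 µM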
# LMP1 NFkB inh: reduces LMP1-driven NF-kappaB luciferase signal. LMP1-induced NF-kappaB luciferase reporter cells, luminescence. 0.69% of 350,000 active. inhibition, % at 12.5 µM; in the data active = inhibition above about 41%;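 note: 0% = neutral control wells and 100% = reference inhibitor control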
# An asterisk follows results filed as active; . = no result given. A portion of the library. The share of hits here may be higher or lower than overall.
SMILES,NR2F2 inh,NOD2-RIPK2 inh,TLR9-MyD88 block,SRC3 inh,LMP1 NFkB inh,NR5A2 inv ag,TROY signal inh,Vif inh,TRAIL sens C8,NCOA1 inh,NCOA2 inhibitor
COc1cc2c(cc1OC)C(c1ccccc1OC(C)C)CC(=O)N2 (centres undefined),7.3,-7.9,-2.0,-11.9,2.6,-4.3,15.8,3.3,25.4,-2.1,-13.4
COc1ccc(CC(=O)NCC2CCCN(Cc3cccc(C(F)(F)F)c3)C2)cc1 (centres undefined),14.2,-2.6,-5.8,-1.6,4.1,-3.5,6.9,10.5,7.8,-8.6,9.7
Cc1ccc(NC(=O)CSc2n[nH]c(N)n2)cc1S(=O)(=O)N1CCOCC1,4.8,8.4,-4.8,10.6,-1.1,12.3,-6.3,2.2,0.9,-1.4,-11.4
O=[N+]([O-])c1ccc2nc(CCCc3nc4ccc([N+](=O)[O-])cc4[nH]3)[nH]c2c1,-22.0,-8.2,1.5,5.9,0.7,-10.9,22.8,-10.3,-9.7,-10.4,-22.0
CC1(c2ccc(Cl)cc2)NC(=O)N(CC(=O)N2CCc3ccccc32)C1=O (centres undefined),-6.2,5.9,3.8,-4.7,-4.0,-22.0,4.8,8.0,6.7,-0.5,-11.8
Cc1[nH]c(=O)[nH]c(=O)c1NS(=O)(=O)c1ccc2c(c1)CCCC2,-4.0,-9.9,10.2,8.7,0.2,19.0,2.0,-4.8,4.3,14.6,14.8
NS(=O)(=O)c1ccc(N=Nc2ccc(O)c3ncccc23)cc1,15.9,-3.6,2.0,7.4,17.9,17.6,19.4,2.4,45.1,9.5,6.8
COC(=O)c1c(NC(=O)c2ccco2)sc(C(=O)Nc2ccc(F)cc2)c1C,-8.4,-0.2,-5.7,-38.5,-14.3,-53.9,-37.7,7.0,-1.6,-49.9,-29.7
COc1ccc(CN2CCN(Cc3cn(C)nc3-c3ccccc3)CC2CCO)c(C)c1C (centres undefined),-9.3,-6.6,3.2,1.4,2.1,-14.8,11.8,0.2,0.6,15.7,-10.9
COc1ccccc1NC(=O)Nc1nnc(Cc2ccc(F)cc2)s1,-20.9,0.0,-0.2,33.0,-50.2,8.1,15.9,-6.7,1.5,10.8,-30.6
O=C(CC1NCCNC1=O)Nc1ccc(Cl)c(Cl)c1 (centres undefined),4.8,-1.5,6.6,-3.0,-9.0,-15.8,-23.9,-1.0,-9.4,-22.8,-36.4
CO/C=C/C#CC1(O)CCN(C)CC1,7.9,-7.3,13.0,12.6,9.9,23.4,4.8,1.5,6.9,-16.1,-8.4
COc1ccc(-c2ccc(N)[n+](CCCC(=O)O)n2)cc1,1.2,2.8,-2.9,-2.7,1.4,13.0,3.2,-12.9,5.3,-2.5,-9.4
CC1Cn2c(nnc2-c2cccc(N)c2)S1 (centres undefined),3.4,-0.4,-11.5,-6.9,-12.6,22.2,-5.4,3.9,0.2,-8.8,12.0
CCOC(=O)c1ccccc1NC(=O)CN(c1cccc(OC)c1)S(C)(=O)=O,-3.9,0.5,8.1,-4.9,-7.2,6.6,6.5,14.4,-2.4,-0.4,-11.4
CC(C)NC(=O)c1cc2nc(-c3ccco3)cc(C(F)(F)F)n2n1,13.1,5.6,-1.1,-6.4,7.3,-1.2,-15.5,9.0,10.5,5.7,9.2
Cc1ccc(S(=O)(=O)N2C3CCCCC3O[C@H]2CC(=O)c2cccc3ccccc23)cc1 (some centres undefined),-5.4,-6.8,.,.,.,0.5,.,.,-4.8,.,12.2
N=C(N)SCc1ccc(Cl)c2ccccc12,-4.8,1.3,-0.1,-8.0,-20.6,4.3,12.7,-12.4,-0.2,-0.2,-3.8
COc1ccc(CN(C)C(=O)c2cccc(Oc3ccccc3)c2)c(OC)c1OC,17.6,-4.3,-6.8,3.5,9.1,10.4,31.2,-9.3,3.7,-8.0,14.5
O=C(NC(Cc1cccc(F)c1)C(=O)O)C1CCCCC1 (centres undefined),6.6,-3.6,-4.1,2.3,0.2,-0.5,-13.2,-5.6,-1.9,12.4,-18.5

# Rewritten with two lines to a compound: two of the compounds above
# Order of values: NR2F2 inh | NOD2-RIPK2 inh | TLR9-MyD88 block | SRC3 inh | LMP1 NFkB inh | NR5A2 inv ag | TROY signal inh | Vif inh | TRAIL sens C8 | NCOA1 inh | NCOA2 inhibitor
CCOC(=O)c1ccccc1NC(=O)CN(c1cccc(OC)c1)S(C)(=O)=O
 : -3.9 | 0.5 | 8.1 | -4.9 | -7.2 | 6.6 | 6.5 | 14.4 | -2.4 | -0.4 | -11.4
CC(C)NC(=O)c1cc2nc(-c3ccco3)cc(C(F)(F)F)n2n1
 : 13.1 | 5.6 | -1.1 | -6.4 | 7.3 | -1.2 | -15.5 | 9.0 | 10.5 | 5.7 | 9.2

# Next section:
SMILES,NR2F2 inh,NOD2-RIPK2 inh,TLR9-MyD88 block,SRC3 inh,LMP1 NFkB inh,NR5A2 inv ag,TROY signal inh,Vif inh,TRAIL sens C8,NCOA1 inh,NCOA2 inhibitor
CCO[C@@H]1OC(C(=O)NCc2ccccc2)=C[C@H](C(C)(C)C)[C@H]1CCCO,0.9,3.9,2.9,-7.9,-1.0,-5.2,-5.6,-2.6,3.9,-10.5,-14.4
O=C(Cn1c(CO)nc2ccccc21)NCCc1ccccc1,18.5,0.7,-4.7,13.6,5.8,-28.6,-4.3,7.9,4.6,-6.5,7.7
CC1CCC/C(=C(\C#N)c2nc(-c3cc4ccccc4oc3=O)cs2)C1 (centres undefined),11.2,-6.0,6.3,-4.7,-25.6,7.9,65.8*,7.7,19.0,-17.2,7.6
NNc1nc(NCc2ccccc2)nc(N2CCOCC2)n1,0.7,19.9,2.3,5.5,-0.2,-6.3,3.3,-2.0,-7.3,-10.9,-21.9
COc1cc2c(cc1OC)C(c1cc3cc(OC)c(OC)cc3[nH]c1=O)N(C(=O)C1CC1)CC2 (centres undefined),-4.8,0.5,-7.6,-16.7,8.4,6.3,7.0,12.8,-5.1,3.8,-1.9
O=C(CNC(=O)c1ccc(Br)o1)Nc1ccc(F)c(S(=O)(=O)N2CCOCC2)c1,2.2,-2.6,1.2,5.0,-4.9,4.7,-5.2,-12.1,-3.3,-9.8,1.8
CC(O)CCC(=O)NNC1CC(=O)N(c2ccccc2)C1=O (centres undefined),1.8,-8.1,.,11.1,-2.1,-1.4,1.0,0.9,12.4,-0.5,-24.4
CCN(C(=O)CCN1C(=O)/C(=C/c2ccccc2)SC1=S)C1CCS(=O)(=O)C1 (centres undefined),-2.4,4.6,-11.9,6.6,25.9,5.0,22.1,-1.4,4.5,-20.2,4.0
CN(CC(=O)Nc1ccc(Cl)c(Cl)c1)CC(=O)N1CCc2ccccc21,14.8,-3.5,0.6,-15.2,-0.3,-3.6,9.9,-1.1,11.1,4.2,-36.9
Cc1ccc(CNC(=O)CSc2nc(N3CCCCC3)nc(N3CCCCC3)n2)cc1,12.4,-11.9,-12.0,-4.0,-8.2,-8.1,-11.9,0.4,1.5,-0.2,9.6
C=CCn1c(O)c(N=NC(=O)CNC(=O)Cc2ccccc2)c2ccccc21,-11.0,2.0,-4.6,-3.7,-1.2,-12.8,10.8,-1.2,-6.0,-10.6,-5.0
CCOc1ccc(Br)cc1/C(C)=N\NC1=NCCN1,44.6*,-4.2,-7.2,12.9,80.5*,42.3,30.3,-8.1,21.7,8.7,20.7
COC(=O)C1CCCCN1C(=O)c1ccc(OC2CCN(C(C)=O)CC2)c(OC)c1 (centres undefined),9.0,-2.8,-10.1,-4.6,-3.9,-4.3,3.1,-4.3,-7.4,-15.6,-53.8
CCOC(=O)c1ccc(/[N+]([O-])=C/c2ccccc2)cc1,-2.0,-8.6,-8.6,-38.9,-23.3,-23.6,-51.3,8.2,-14.3,-26.6,-56.8
Cc1cccc(C)c1NC(=O)CN(C)C(=O)CN1C(=O)NC2(CCCC2)C1=O,12.1,-7.6,-2.5,-2.0,1.5,3.2,-13.2,7.3,-0.7,9.5,3.5
O=C(NCc1ccccc1)c1cccc(NC(=O)c2ccccc2)c1,-10.7,-2.8,-6.2,23.6,-8.2,54.0,-5.7,0.5,3.9,32.4,-38.9
COc1ccc(N(C)C(=O)Nc2ccc3nsnc3c2)cc1,0.0,-0.2,3.7,-22.2,-9.6,15.7,19.8,-4.3,-12.6,-8.2,1.3
CN(C)C=Nc1ccc2nc3c(cc2c1)[nH]c1ccccc13,-12.0,-6.7,1.5,-85.4,-16.4,-67.1,-68.8,-11.5,76.0*,-84.7,-52.2
c1csc(-c2nn[nH]n2)c1,7.9,3.2,-3.0,-8.5,0.4,1.9,-14.1,1.6,-6.7,-1.6,-7.3
O/C(=C\Sc1nnc(Cc2ccccc2)o1)c1ccc(F)cc1,5.6,-5.1,2.7,-6.1,-0.8,-1.1,3.1,0.4,-6.8,1.3,-12.4
O=C(Nc1nc2cc3c(cc2s1)OCO3)c1ccc(N2C(=O)CCC2=O)cc1,-13.7,22.4*,1.4,-8.8,-6.7,-3.1,-3.6,-6.3,2.9,-28.6,-17.6
Cc1ccccc1C(=O)OCc1nnc(-c2ccc(Cl)cc2)o1,3.1,-0.1,5.9,4.8,-3.9,13.3,-34.5,-5.0,1.7,-16.8,-3.5
COc1cc(/C=N/OCC(=O)NC2CCS(=O)(=O)C2)ccc1OC(F)F (centres undefined),4.2,8.0,-12.4,-6.2,-5.9,9.6,-7.4,-5.1,-11.9,-26.5,-24.1
CN(C)S(=O)(=O)c1ccc(C(=O)OCc2ccc([N+](=O)[O-])cc2)cc1,4.9,-0.1,0.0,5.6,-3.8,-32.8,33.5,-7.8,0.5,-9.2,-4.3
CCCNC(=O)CCc1c(C)nc2c(c(C)nn2-c2ccccc2)c1C,5.4,-1.3,2.1,-11.7,12.7,-16.6,2.0,-1.0,1.7,-7.4,2.0
O=C(O)c1cc(S(=O)(=O)N2CCCCC2)ccc1N1CCCC1,-4.0,3.7,5.4,-6.1,-3.0,-2.6,-13.2,-2.1,-5.6,-3.5,12.9
CCn1c(C)c(C)c2cc(C(=O)NCCN3CCCCCC3)ccc21,-6.6,-11.4,-8.2,2.2,0.6,-5.8,-14.2,7.8,6.2,1.4,14.5
Cc1sc2ncnc(SCC(=O)N(C)C3CCS(=O)(=O)C3)c2c1C (centres undefined),9.8,-4.8,1.2,2.1,3.1,12.0,-1.3,-15.3,-34.8,-3.9,-0.5
Cc1ccc(N(C(C)C(=O)N2CCCCC2)S(C)(=O)=O)cc1C (centres undefined),-3.8,-10.1,-3.0,-6.8,-10.6,-3.1,-10.2,-6.8,4.9,-1.5,-8.7
CC(=O)OCC(=O)[C@@]12OC(C)(C)O[C@@H]1CC1C3C[C@H](F)C4=CC(=O)C=CC4(C)[C@@]3(F)C(O)CC12C (some centres undefined),-42.0,-7.5,-4.2,-38.6,4.1,-11.1,8.7,2.9,0.4,-32.6,-9.2
COc1cc(C#Cc2c(-c3ccccc3OC)oc3ccccc23)cc(OC)c1,-7.9,-9.3,5.2,-17.6,-5.4,5.7,-12.4,3.2,3.5,8.8,-22.2
Cc1nn(-c2ccccc2)c2nc(-c3cccs3)cc(C(=O)NN)c12,-18.1,-0.3,2.9,4.1,-7.4,-2.0,5.8,.,22.4,10.1,-4.1

# Shown as a hit in LMP1 NFkB inh, of those listed so far:
Molecule | NR2F2 inh | NOD2-RIPK2 inh | TLR9-MyD88 block | SRC3 inh | LMP1 NFkB inh | NR5A2 inv ag | Vif inh | NCOA1 inh | NCOA2 inhibitor
CCOc1ccc(Br)cc1/C(C)=N\NC1=NCCN1 | 44.6* | -4.2 | -7.2 | 12.9 | 80.5* | 42.3 | -8.1 | 8.7 | 20.7
